# High-throughput results (PubChem)
# HSF-1 act – increases HSF-1 driven luciferase reporter signal. NIH3T3-HGL HSF-1 luciferase reporter, MG132, 8 h; 100% = twice DMSO control signal. activation, % at 9 µM. 1.7% of 300,000 active. AID 504408;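 active means mean replicate activation of at least 50% with a set share of replicates each reaching 50%; inconclusive means only one of those two conditions met; inactive means mean below 50% and too few replicates reaching it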;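 further: 0% = median of the neutral control wells and 100% = twice that signal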
# KLF5 inh – inhibitors of KLF5 expression; 0.23% of 290,000 active; DLD-1 KLF5 promoter-luciferase reporter, luminescence; AID 1700; inhibition, % at 5 µM;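 active means inhibition above a per-plate limit of that plate's mean compound inhibition plus 3 SD, cut at about 60% in these data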;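 further: 0% = DMSO wells and 100% = LY294002 at 200 µM; higher means less KLF5 promoter-driven luciferase light; inactives centre near -14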
# IEC-6 cytotox – kills IEC-6 intestinal cells in KLF5 counter-screen; IEC-6 cytotoxicity, luminescence viability; inhibition, % at 5 µM; 0.78% of 290,000 active; in the data active means inhibition above about 22%;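 further: 0% = plate median of test compound wells and 100% = cytotoxic reference compound wells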
# HSP90 refold inh – blocks HSP90-mediated luciferase refolding in reticulocyte lysate; AID 1789; inhibition, % at 5.6 µM; 0.91% of 290,000 active; Rabbit reticulocyte lysate, luciferase refolding luminescence, 3 h;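 active means inhibition above the screen-wide mean plus 3 SD, computed separately per campaign, cut at about 16% in these data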;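 further: 0% = DMSO wells and 100% = 60 µM geldanamycin wells; inhibitors lower the luminescence because luciferase stays unfolded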
# GSK3A inh – inhibitors of human GSK-3 alpha kinase; ADP-Glo luminescence, 60 min; inhibition, % at 10 µM; P49840; 0.1% of 320,000 active;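 in the data active means inhibition above about 50%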;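 further: GST-tagged GSK-3 alpha with peptide substrate and 25 µM ATP; 0% = DMSO neutral wells and 100% = GW8510 positive control wells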
# Target sequence (P49840 whole entry, looked up): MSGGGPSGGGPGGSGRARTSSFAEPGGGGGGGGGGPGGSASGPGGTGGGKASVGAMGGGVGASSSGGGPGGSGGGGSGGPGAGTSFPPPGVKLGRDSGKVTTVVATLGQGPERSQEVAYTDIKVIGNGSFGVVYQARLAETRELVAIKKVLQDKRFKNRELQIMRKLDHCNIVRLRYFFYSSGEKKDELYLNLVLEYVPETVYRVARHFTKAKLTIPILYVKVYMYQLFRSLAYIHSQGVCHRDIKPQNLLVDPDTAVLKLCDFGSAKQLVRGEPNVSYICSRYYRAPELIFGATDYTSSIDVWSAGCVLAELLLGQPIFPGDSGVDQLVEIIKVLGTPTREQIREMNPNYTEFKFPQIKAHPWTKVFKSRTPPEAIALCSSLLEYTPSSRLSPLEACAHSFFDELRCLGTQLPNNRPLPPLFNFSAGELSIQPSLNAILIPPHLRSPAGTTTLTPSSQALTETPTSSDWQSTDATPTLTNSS
# HSF1 inh – HSF1 inhibition. NIH3T3-HGL HSE-luciferase, MG132-induced, luminescence 8 h; hits give low values. activity change, negative = inhibition, % at 7.5 µM (by protocol). 0.77% of 300,000 active;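 active means more than half of replicate wells show activity change below -50%, luminescence cut by over half; inconclusive means some wells, but at most half, below -50%; inactive means no replicate well below -50%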;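 further: luciferase reports HSF-1 transcriptional activity via heat shock element; 0% = median of DMSO wells and -100% = zero luminescence signal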
# An asterisk follows results filed as active; ? = inconclusive; · = not tested or not shown. Only part of the results is shown. The share of hits here may be higher or lower than overall.
# The first 3 compounds, to show the layout:
1) COc1cc2c(c(OC)c1OC)-c1ccc(O)c(=O)cc1[C@@H](NC(C)=O)CC2
2) COc1ccc2[nH]c(C)c(CCNCc3cn(C)c4ccccc34)c2c1
3) C[C@]12CCC3C(CC[C@H]4C[C@H](O)CC[C@]34C)C1[C@@H](O)C[C@@H]2O (some centres undefined)

entry no.	1	2	3
HSF-1 act	·	·	·
KLF5 inh	·	·	·
IEC-6 cytotox	·	·	·
HSP90 refold inh	·	·	·
GSK3A inh	-3	-1	-3
HSF1 inh	·	·	·

# The list itself, repeating the preview:
1) COc1cc2c(c(OC)c1OC)-c1ccc(O)c(=O)cc1[C@@H](NC(C)=O)CC2
2) COc1ccc2[nH]c(C)c(CCNCc3cn(C)c4ccccc34)c2c1
3) C[C@]12CCC3C(CC[C@H]4C[C@H](O)CC[C@]34C)C1[C@@H](O)C[C@@H]2O (some centres undefined)
4) COC(=O)C1=C(c2ccc(OC(F)(F)F)cc2)C[C@@H]2CC[C@H]1N2C(=O)NCCOc1ccc(OC)cc1
5) COC(=O)C1=C(c2ccc(OC)c(OC)c2)C[C@@H]2CC[C@H]1N2C(=O)NCCOc1ccc(OC)cc1
6) CO[C@H]1CC=C2CCN3CCC4=C(CC(=O)OC4)[C@]23C1

entry no.	1	2	3	4	5	6
HSF-1 act	·	·	·	·	·	·
KLF5 inh	·	·	·	·	·	·
IEC-6 cytotox	·	·	·	·	·	·
HSP90 refold inh	·	·	·	·	·	·
GSK3A inh	-3	-1	-3	-2	-4	-1
HSF1 inh	·	·	·	·	·	·

7) COC(=O)C1=C(c2ccc(F)cc2OCc2ccccc2)C[C@@H]2CC[C@H]1N2C(=O)NCc1ccccc1
8) COc1ccc(NC(=O)CN(C)C(=O)CSC(c2ccccc2)c2ccccc2)cc1
9) COC(=O)C1=C(c2ccc(OC)c(OC)c2)C[C@@H]2CC[C@H]1N2C(=O)NCc1cc(C)oc1C(F)(F)F
10) Nc1cc(Cl)cc(Cl)c1
11) COc1cc2c3cc1Oc1c(OC)c(OC)cc4c1[C@H](Cc1ccc(cc1)Oc1cc(ccc1O)C[C@H]3N(C)CC2)N(C)CC4
12) CN1C(=O)CN=C(c2ccccc2)c2cc(Cl)ccc21

entry no.	7	8	9	10	11	12
HSF-1 act	·	·	·	·	·	·
KLF5 inh	·	·	·	·	·	-22
IEC-6 cytotox	·	·	·	·	·	·
HSP90 refold inh	·	·	·	·	·	-1
GSK3A inh	-1	0	0	-1	2	·
HSF1 inh	·	·	·	·	·	·

13) CN(C)C(Cc1ccccc1)C(=O)c1cccs1 (centres undefined)
14) CC1=NN(c2ccccc2)C(=O)C1/C=C1/C(=O)NC(=O)N(c2cccc(C)c2)C1=O (centres undefined)
15) COc1cc(C=C2C(=O)NC(=O)NC2=O)ccc1OCc1ccc([N+](=O)[O-])cc1
16) Cc1nc2cc(-c3ccc(Cl)cc3)nn2c(C)c1CCC(=O)N1CCC2(CC1)OCCO2
17) O=C(Cn1ncc2c3ccccc3n(Cc3ccccc3)c2c1=O)N1CCC2(CC1)OCCO2
18) CC(=O)Nc1nc(CCl)cs1

entry no.	13	14	15	16	17	18
HSF-1 act	·	·	·	·	·	·
KLF5 inh	-24	7	-118	-21	-40	-22
IEC-6 cytotox	5	-4	-2	0	-3	-1
HSP90 refold inh	-2	7	1	-1	4	1
GSK3A inh	·	·	·	·	·	·
HSF1 inh	·	·	·	·	·	·

# In the list so far, three contain four or more nitrogen atoms:
14) CC1=NN(c2ccccc2)C(=O)C1/C=C1/C(=O)NC(=O)N(c2cccc(C)c2)C1=O (centres undefined)
16) Cc1nc2cc(-c3ccc(Cl)cc3)nn2c(C)c1CCC(=O)N1CCC2(CC1)OCCO2
17) O=C(Cn1ncc2c3ccccc3n(Cc3ccccc3)c2c1=O)N1CCC2(CC1)OCCO2

entry no.	14	16	17
HSF-1 act	·	·	·
KLF5 inh	7	-21	-40
IEC-6 cytotox	-4	0	-3
HSP90 refold inh	7	-1	4
GSK3A inh	·	·	·
HSF1 inh	·	·	·

# (further entries)
19) COc1cc(/C=C2\C(=O)NC(=O)N(c3ccccc3)C2=O)c([N+](=O)[O-])cc1OC
20) COC(=O)C1C=C2c3cccc4[nH]cc(c34)CC2N(C)C1 (centres undefined)
21) O=[N+]([O-])/C=C/c1c(Cl)cccc1Cl
22) O=[N+]([O-])c1oc2ccc3ccccc3c2c1CCO
23) CC1=CC2OC3CC4OC(=O)C=CC=CC(=O)OCCC(C)C(O)C(=O)OCC2(CC1O)C4(C)C31CO1 (centres undefined)
24) CN1CN(c2ccccc2)C2(CCN(CCCSc3ccccc3NC(=O)/C=C/c3ccccc3)CC2)C1=O
25) c1cnc(OCCN2CC2)cn1
26) COc1ccc2c(c1)C13CCN(C)C(C2)C1CCC1(C3)OCCO1 (centres undefined)
27) C[C@]12CCC3C(CC[C@H]4C[C@@H](O)CC[C@]34C)C1CCC2=O (some centres undefined)

entry no.	19	20	21	22	23	24	25	26	27
HSF-1 act	·	·	?	-6	92*	2	-5	4	-3
KLF5 inh	-19	-4	·	·	·	·	·	·	·
IEC-6 cytotox	2	-5	·	·	·	·	·	·	·
HSP90 refold inh	2	8	·	·	·	·	·	·	·
GSK3A inh	·	·	·	·	·	·	·	·	-1
HSF1 inh	·	·	·	-6	92*	2	-5	4	-3
